# Pol kappa inh: inhibitors of human DNA polymerase kappa | Q9UBT6 | purified Pol kappa, fluorescent DNA synthesis assay, 10 min | Potency, µM (doses to about 107 µM), without a hit: top-dose activity, negative = inhibition, hits mostly inhibitors | actives 0.53% (n = 400,000) | AID 588579; note: potency is the fitted concentration of half-maximal effect; % is set by controls: 0 for no effect and ±100 for the full control effect
#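 50 nM final substrate added after 15 min RT preincubation of 10 nM Pol kappa with compound; fluorescence read at 0 and 10 min.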
# ERG Ets-DNA blk: ERG Ets/DNA interaction inhibition. P11308. fluorescence polarization, His-ERG Ets domain / labelled DNA. Potency, µM (titrated, usually from 76.9 µM), for inactives: at the highest dose FP activity, negative = inhibition, hits mostly inhibitors. actives 0.028% (n = 370,000); active = well fitted inhibition curve with a large enough effect in the polarisation, with a control signal flat; inconclusive = small, poorly fitted or top-dose-only effect, or effect the other way, or a change in a side signal; inactive = no such curve, though single readings can be large or run the other way; the % refers to the polarisation;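 note: polarization taken with two DNA probes labelled with fluorescein and Texas red; potency is the fitted concentration of half-maximal effect; % of control where 0% means no effect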
#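 His-tagged ERG Ets domain (1 uM in the protein solution; 300mM KCl, 50mM Tris-HCl, 1mM EDTA, 1mM DTT, pH 7.5) received compound, then a probe mix of 5 nM fluorescein-DNA and 100nM Texas-615-DNA. Fluorescence polarization was read for both dyes.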
# Pol iota inh: blocks human DNA polymerase iota activity. Q9UNA4. Pol iota fluorescent replication assay, 10 min. Potency, µM (top dose mostly 115 µM), inactives show top-dose activity, negative = inhibition, most hits filed as inhibitors. actives 1% (n = 390,000). AID 588590; note: potency is the fitted concentration of half-maximal effect
#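 Pol iota at 10 nM preincubated 15 min with compounds at room temperature; reaction started with fluorescent substrate, 50 nM final. Fluorescence read kinetically at 0 and 10 min; buffer-only wells as negative control.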
# BLM helicase inh: Bloom syndrome helicase (human) inhibition | Potency, µM (highest dose often 56.1 µM), inactives show top-dose activity change, negative = inhibition, actives largely listed as inhibitors | P54132 | recombinant BLM DNA unwinding, fluorescence dequenching | actives 0.2% (n = 350,000) | AID 2528;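 note: potency is the fitted concentration of half-maximal effect; plate controls were vehicle for no effect and no enzyme for full effect; nearly all actives have a fitted effect of over 35% in size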
# APEX1 inh: blocks human APE1 abasic DNA cleavage; AID 2517; recombinant APE1, TAMRA/BHQ-2 abasic DNA cleavage fluorescence; actives 0.35% (n = 350,000); Potency, µM (titrated, usually from 65.8 µM), for the others: top-dose activity change, negative = inhibition, actives largely listed as inhibitors;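 note: potency is the fitted concentration of half-maximal effect; plate controls were vehicle for no effect and reference inhibitor for full effect; nearly all actives have a fitted effect of over 55% in size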
# Target sequence (P27695 whole entry, looked up): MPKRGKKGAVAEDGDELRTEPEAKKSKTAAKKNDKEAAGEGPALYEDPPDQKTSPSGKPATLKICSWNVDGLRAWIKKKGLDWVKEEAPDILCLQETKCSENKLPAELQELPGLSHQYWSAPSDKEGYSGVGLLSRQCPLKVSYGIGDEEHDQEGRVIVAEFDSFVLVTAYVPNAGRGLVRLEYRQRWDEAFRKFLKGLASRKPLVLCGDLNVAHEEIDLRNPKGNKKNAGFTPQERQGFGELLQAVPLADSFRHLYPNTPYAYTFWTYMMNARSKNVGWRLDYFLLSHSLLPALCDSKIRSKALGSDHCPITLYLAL
#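 Activity was derived from the fluorescence gain between first and third kinetic reads (60 s intervals, ex 525/em 598 nm) after 50 nM THF-abasic TAMRA/BHQ-2 duplex was added to 0.75 nM APE1 preincubated 15 min with compound.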
# 12-LOX inh: blocks human arachidonate 12S-lipoxygenase. P18054. purified 12hLO, xylenol orange hydroperoxide absorbance. Potency, µM (top dose mostly 108 µM), for inactives: at the top dose activity change, negative = inhibition, usual class: inhibitors. actives 1.1% (n = 580,000). AID 1671190; note: potency is the fitted concentration of half-maximal effect; % is set by controls: 0 for no effect and ±100 for the full control effect
#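 Purified human 12hLO (150 nM final) in 25 mM Hepes, 0.01% Triton X-100, pH 7.0 was preincubated 15 min at room temperature with compound. Then 40 uM arachidonic acid was added, 30 min. Hydroperoxide was read by Fe-XO absorbance ratio 573/405 nm.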
# POLB inh: blocks human DNA polymerase beta activity; Pol beta primer extension/strand displacement, fluorescence kinetic; Potency, µM (titrated, usually from 114 µM), inactives show at the top dose activity change, negative = inhibition, most hits filed as inhibitors; actives 1.3% (n = 340,000); P06746; AID 485314; note: potency is the fitted concentration of half-maximal effect; % is set by controls: 0 for no effect and ±100 for the full control effect
#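 Homogeneous kinetic assay of primer extension and strand displacement by 10 nM Pol beta, preincubated 15 min at room temperature with compound before 50 nM substrate (final) was added. Read at 0 and 10 min; four-parameter Hill fit.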
# TRHR agonist: activates the human TRH receptor | P34981 | TRHR cells, calcium flux fluo-8, FDSS agonist mode | activation, % at 2 µM | actives 0.18% (n = 360,000) | AID 493084; in the data active = activation above about 30%; note: 0% is about no effect
# Target sequence (P34981 whole entry, looked up): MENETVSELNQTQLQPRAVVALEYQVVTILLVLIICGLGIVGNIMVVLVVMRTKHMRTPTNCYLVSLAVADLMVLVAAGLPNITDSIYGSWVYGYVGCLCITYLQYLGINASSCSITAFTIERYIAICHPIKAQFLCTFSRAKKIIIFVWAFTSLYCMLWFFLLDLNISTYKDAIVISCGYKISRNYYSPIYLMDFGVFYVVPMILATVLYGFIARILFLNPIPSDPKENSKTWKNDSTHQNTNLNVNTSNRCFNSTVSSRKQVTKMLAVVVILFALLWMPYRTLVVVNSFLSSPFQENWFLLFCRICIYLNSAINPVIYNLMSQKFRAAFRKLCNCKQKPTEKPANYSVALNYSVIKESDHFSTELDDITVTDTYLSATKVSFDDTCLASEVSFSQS
#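 Fluo-8-loaded TRHR cells; 10 s baseline, compound added, kinetic Ca2+ fluorescence read 1/s, agonist mode.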
# Anesthetic bind: binds horse apoferritin like a general anesthetic | P02791 | apoferritin/1-aminoanthracene competitive binding, fluorescence | Potency, µM (top dose mostly 77.5 µM), for the others: top-dose activity change, negative = displacement, hits mostly inhibitors | AID 485281 | actives 0.074% (n = 350,000); note: potency is the fitted concentration of half-maximal effect; % is set by controls: 0 for no effect and ±100 for the full control effect; nearly all actives have a fitted effect of over 20% in size
# Target sequence (P02791 2-175 limits assumed): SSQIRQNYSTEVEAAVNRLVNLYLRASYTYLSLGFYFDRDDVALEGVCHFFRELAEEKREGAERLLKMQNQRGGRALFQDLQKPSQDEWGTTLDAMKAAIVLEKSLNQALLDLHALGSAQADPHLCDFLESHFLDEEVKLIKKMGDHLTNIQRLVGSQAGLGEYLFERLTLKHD
#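 Horse-spleen apoferritin (10 uM) in 50% saturated 1-aminoanthracene in PBS was incubated 10 min at room temperature with compound. Fluorescence (ex 380, em 535 nm) was normalized to free and bound 1-AMA, with concentration-response fitted by a four-parameter Hill equation.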
# * hit, by the source's call; ? = inconclusive; · = no result given; & = joins results of further samples; [ ] = remark or other dose. Unless noted, calls come from the whole dose curve; as a rule, active = well fitted curve in the direction sought with a large enough effect; inconclusive = small, poorly fitted or top-dose-only effect, or another doubt; inactive = no such curve, though single readings can be large; an effect the other way counts as inactive or inconclusive. These rows are one share of the data; count on the stated rates, not on these rows.
SMILES | Pol kappa inh | ERG Ets-DNA blk | Pol iota inh | BLM helicase inh | APEX1 inh | 12-LOX inh | POLB inh | TRHR agonist | Anesthetic bind
CN1CC(c2ccccc2)C2(SC(=S)N(Cc3ccco3)C2=O)C12C(=O)Nc1ccccc12 (centres undefined) | -12% | -2% | -5% | -23% | 7% | -40% | 12% | 1.1 | ?
O=[N+]([O-])c1cc(NS(=O)(=O)c2ccc(Cl)nc2)ccc1Cl | -1% | -1% | 8% | · | -1% | ? | · | 0.4 | ·
Cc1ccc(OCCn2c(CCNC(=O)C(C)C)nc3ccccc32)cc1 | 6% | 2% | 4% | -1% | -2% | 315%[activator] | 18% | -0.7 | -9%
Cc1cc(Cl)cc2sc(=S)[nH]c12 | 4% | 5% | -4% | · | · | 11µM* | · | · | ·
CCc1ccc(C2C(C(C)=O)=C(C(=O)OC)Nc3nnnn32)cc1 (centres undefined) | -14% | -6% | 2% | 4% | 3% | 0% | 13% | 0.6 | -8%
CCSc1nc2sc3c(c2c(=O)n1-c1ccc(C)c(Cl)c1)CCN(C(C)=O)C3 | 10% | -10% | ? | -4% | · | 0% | 5% | -0.1 | -24%
S=C(NCCCN1CCOCC1)Nc1ccc(-c2nc3ccccc3[nH]2)cc1 | -1% | 2% | 161%[activator] | -1% | -8% | 0% | ? | 2.7 | -12%
O=C(CSc1nccn1Cc1ccc(F)cc1)NCc1ccccc1 | -7%[60.1 µM] | -5% | 10% | 3% | · | 5% | 3% | -0.2 | -10%
Cc1ccc(-c2nnc(N3CCN(c4ccccn4)CC3)c3ccccc23)cc1 | -2% | 3% | 20% | -7% | -1% | 0% | ? | -1.1 | 2%
CCN1CCN(CC2CC3C=CC2C3)CC1 (centres undefined) | -5% | 1% | 16% | -11% | 2% | ? | -15% | 0.4 | 6%
CCC(=O)Nc1sc2c(c1C(N)=O)CCC2 | -3% | 1% | -7% | -1% | -5% | 0% | 0% | -0.5 | -16%
CCc1ccc(NC(=O)C2CCN(S(=O)(=O)c3c(C)noc3/C=C/c3ccco3)CC2)cc1 | -1% | 1% | ? | -2% | · | -45% | 13% | 0.5 | -5%
CC(C)Oc1ccc(CCC(=O)NNC(=S)Nc2ccccc2)cc1 | -10% | 1% | 33%[activator] | 2% | 9% | 2% | 2% | -0.7 | -11%
COc1ccc(CCN(C)C(=O)CCNS(=O)(=O)c2ccccc2C(F)(F)F)cc1OC | 9% | 4% | 8% | · | 47%[activator] | -6% | · | -0.2 | ·
COc1cccc(COc2ccc3c(C)c(Cc4ccccc4)c(=O)oc3c2)c1 | -4% | -9% | -6% | · | · | -2% | · | · | ·
COc1ccc(CCNC(=O)CCOc2ccc(C(C)(C)C)cc2)cc1OC | -2% | -11% | 27% | · | · | 424%[activator] | · | · | ·
COc1ccc(C2=NOC(C(=O)NCc3ccccn3)C2)cc1 (centres undefined) | -20% | -3% | 29% | -2% | -2% | -1% | 2% | 0.2 | -6%
COc1ccccc1N1CC(C(=O)NCC2COc3ccccc3O2)CC1=O (centres undefined) | 1% | -4% | 13% | · | 21% | -16% | · | · | ·
CCN(CC(=O)NCc1ccc(F)cc1)C(=O)CN1CCN(c2ccccc2OC)CC1 | 3% | 3% | 42%[activator] | -3% | 15% | -15% | -2% | -0.2 | -12%
COc1cc(C(=O)NNC(=O)c2ccc3ccccc3n2)cc(OC)c1OC | 5% | 0% | -7% | · | 11% | 16% | · | -0.3 | ·
NC(=O)C1CCN(c2nc(-c3ccc4ccccc4c3)cs2)CC1 | -3% | · | ? | · | 2%&-18% | -13% | · | 0.3&-0.1 | ·
O=C(NCCCCCCNC(=O)c1ccncc1)c1ccncc1 | 8% | -10% | -10% | 1% | 8% | 20% | 38% | 0.7 | 2%
Cc1ccc(/C([O-])=C(/C(=S)NCc2ccccc2)[n+]2cccc(CO)c2)cc1[N+](=O)[O-] | -4% | 8% | 17% | -7% | 25% | 0% | 5% | 0.5 | -8%
C(=N\N1CCN(Cc2cccc3ccccc23)CC1)/c1cccs1 | 0% | -6%[15.4 µM] | 7% | -6% | 1% | ? | -2% | -1.7 | -12%
CCOC(=O)c1ccc(NC(=O)c2c(-c3c(F)cccc3Cl)noc2C)cc1 | -11% | 1% | -11% | -6% | · | 2% | 1% | 3.1 | 27%
COc1ccccc1C(=O)N1CCNC(=O)C1CC(=O)Nc1cccc(C)c1 (centres undefined) | -3% | · | 2% | 1% | -1% | 0% | 12% | -0.1 | -5%
NS(=O)(=O)c1ccc(NC(=S)N2CCN(c3cccc(Cl)c3)CC2)cc1 | -3% | -1% | 14% | 0% | -6% | -11% | 5% | 0.0 | -1%
COc1cc([N+](=O)[O-])ccc1NC(=S)N1CCOCC1 | -1% | 0% | 50%[activator] | -1% | 23% | · | -6% | 0.4 | -5%
C=C(C)COc1ccc2c3c(c(=O)oc2c1OCC(=C)C)CCC3 | -28% | -2% | 25% | -5% | 2% | -5%[57.4 µM] | 19% | 0.3 | -14%
CCOC(=O)c1ccc(CSc2nncn2N)o1 | -5% | 1% | 39%[activator] | 0% | 5% | ? | ? | 0.2 | -2%
CCOc1ccc(S(=O)(=O)NCCC(=O)NCC(C)(C)N2CCOCC2)cc1 | -6% | 4% | 23% | · | -5% | 12% | · | -0.2 | ·
COc1cccc(CNc2ccc(F)c(Cl)c2)c1 | 0% | -10% | ? | -6% | -2% | -10% | 1% | -0.5 | 8.9µM*
Cc1ccccc1OCC(=O)NNC(=O)c1ccoc1C | -4% | · | 25% | · | 10% | ? | · | 0.1 | ·
Cc1ccc2nc3c(cc(S(=O)(=O)c4ccccc4)c(=N)n3C3CCCC3)c(=O)n2c1 | -19% | ? | 15% | · | · | ? | · | · | ·
COc1ccc(CCN2C(=O)CC(NCc3ccc4c(c3)OCO4)C2=O)cc1OC (centres undefined) | -11% | 0% | 2% | -2% | -4% | · | 28% | 0.2 | -10%
COc1cccc(CNC(=O)CCSCc2ccccc2F)c1 | -2% | 3% | 143%[activator] | -4% | 6% | -28% | -6% | 0.6 | -19%
O=C(COC(=O)CCNS(=O)(=O)c1ccccc1)NC(=O)c1ccccc1 | -2% | 10% | 10% | · | -12% | ? | · | -0.4 | ·
CCCCc1cc(=O)oc2cc(O)cc(O)c12 | -14% | 1% | 12% | -6% | -4% | ? | -5% | 0.0 | 390%[activator]
C=CCn1c(=N)n(CC(=O)OCC)c2ccccc21 | -8% | 9% | 18% | -1% | 2% | 0% | 12% | 0.1 | -7%
COc1cc(C(=O)N[C@H](C(=O)NC(C)C23CC4CC(CC(C4)C2)C3)C(C)C)cc(OC)c1OC (some centres undefined) | 3% | 0% | -2% | -2% | 15% | 198%[activator] | 3% | 1.1 | -3%
Cn1c(-c2ccccc2)c(C=O)c2ccccc21 | -6% | 4% | 4% | -2% | 7% | 9% | 25% | -0.8 | -18%
CCOC(=O)C1CCCN(C(=S)Nc2ccc(OC)cc2)C1 (centres undefined) | -10% | -3% | 14% | -1% | 0% | -2% | ? | -0.4 | -12%
CCc1cc2c(-c3ccccc3)cc(=O)oc2cc1OC(C)C(=O)O (centres undefined) | -4% | -6% | 2% | 0% | 4% | -21% | ? | -0.5 | -12%
O=C(NC1CCCCC1)N1CCC(c2nc3ccc(Cl)cc3[nH]2)CC1 | -4% | 1% | 8% | 0% | 1% | -10% | 5% | -2.2 | ?
CCS(=O)(=O)N1CCC(C(=O)Nc2ccccc2OC)CC1 | 8% | -1% | 2% | -6% | -1% | 16% | 1% | -0.1 | -11%
CC(=O)c1c(C)n(-c2ccc(C)cc2)c2ccc(OC(=O)COc3ccccc3)cc12 | ? | -5% | ? | -9% | · | ? | 1% | 0.2 | 84%[activator]
O=C(NCCc1nnc2ccc(SCC(=O)N3CCOCC3)nn12)c1ccccc1 | -6% | -2% | 13% | -3% | -4% | -3% | 21% | -1.8 | -6%
CC(Sc1ncc(S(=O)(=O)c2ccc(C(C)C)cc2)c(N)n1)C(=O)Nc1ccccc1 (centres undefined) | -2% | 5% | 6% | -9% | · | -22% | -11% | 0.6 | -10%
CN(CC(=O)OCC(=O)Nc1ccccc1)S(=O)(=O)c1ccc(Cl)cc1 | -16% | 1% | 18% | -3% | -4% | -20% | 0% | 0.0 | -11%
O=C(NC(=S)N1CCN(c2ccccn2)CC1)c1ccco1 | -2% | 8% | 5% | -2% | 5% | 0% | 1% | 0.5 | -4%

# Grouped by structure, the entries above containing two or more sulfur atoms.
SMILES | Pol kappa inh | ERG Ets-DNA blk | Pol iota inh | BLM helicase inh | APEX1 inh | 12-LOX inh | POLB inh | TRHR agonist | Anesthetic bind
CN1CC(c2ccccc2)C2(SC(=S)N(Cc3ccco3)C2=O)C12C(=O)Nc1ccccc12 (centres undefined) | -12% | -2% | -5% | -23% | 7% | -40% | 12% | 1.1 | ?
Cc1cc(Cl)cc2sc(=S)[nH]c12 | 4% | 5% | -4% | · | · | 11µM* | · | · | ·
CCSc1nc2sc3c(c2c(=O)n1-c1ccc(C)c(Cl)c1)CCN(C(C)=O)C3 | 10% | -10% | ? | -4% | · | 0% | 5% | -0.1 | -24%
NS(=O)(=O)c1ccc(NC(=S)N2CCN(c3cccc(Cl)c3)CC2)cc1 | -3% | -1% | 14% | 0% | -6% | -11% | 5% | 0.0 | -1%
CC(Sc1ncc(S(=O)(=O)c2ccc(C(C)C)cc2)c(N)n1)C(=O)Nc1ccccc1 (centres undefined) | -2% | 5% | 6% | -9% | · | -22% | -11% | 0.6 | -10%

# Records listed so far shown as hits in 12-LOX inh:
Compound	Pol kappa inh	ERG Ets-DNA blk	Pol iota inh	BLM helicase inh	APEX1 inh	12-LOX inh	POLB inh	TRHR agonist
Cc1cc(Cl)cc2sc(=S)[nH]c12	4%	5%	-4%	·	·	11µM*	·	·

# Source: PubChem
